Assay outcomes deposited in PubChem BioAssay by several laboratories.
PERK inhibitor: block of dimerizer-induced PERK translation repression, primary screen, PERK inhibitor project, CHO PERK-DD cells, SEAP luminescence, HTS | Eukaryotic translation initiation factor 2-alpha kinase 3 (Homo sapiens), Q9NZJ5 | CHO PERK-DD fusion, SEAP luminescence translation reporter | inhibition, % at 5.6 µM | hit rate 0.17% among 220,000;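 active = inhibition above the mean inhibition of all tested compounds plus 3 SD, set separately per screening campaign, cut at about 2.9% in these data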;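 note: PERK kinase domain activated by AP20187 dimerizer at 100 nM; 0% = DMSO with dimerizer and 100% = rapamycin at 8.4 µM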
Wee1 degr inh: Wee1 degradation inhibitors, primary screen, cell-based, HeLa, Wee1K328M-luciferase, luminescence. HeLa Luc-Wee1K328M stability; 100% = proteasome inhibitor MG132 effect. reporter increase, % at 5 µM. hit rate 1.2% among 220,000;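 active = activation above the mean of all tested compounds plus 3 SD, set per screening run, cut at about 8.8% in these data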;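 note: cells exposed to compound for 20 h before luminescence read; 0% = DMSO alone and 100% = MG132 at 30 µM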
p97 ATPase inh: inhibitors of human p97 ATPase, primary screen, biochemical; Transitional endoplasmic reticulum ATPase (Homo sapiens), P55072; recombinant p97 ATPase, Kinase-Glo ATP luminescence, 3 h; inhibition, % at 8 µM; hit rate 0.42% among 220,000; AID 1481, 2009; in the data active = inhibition above about 15%;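 note: 0% = DMSO vehicle and 100% = wells lacking enzyme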
Thrombin inh: human alpha-thrombin inhibitors, primary screen, counter-screen for coagulation protease inhibitor project, biochemical, 1536-well, fluorogenic AMC substrate; Prothrombin (Homo sapiens), P00734; Boc-VPR-AMC fluorogenic substrate cleavage; inhibition, % at 5 µM; hit rate 0.26% among 220,000; AID 1046, 2008;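 active = inhibition at or above 40%; inactive = inhibition below 40%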;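 note: 0% = enzyme with no compound and 100% = wells without enzyme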
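Test system: human alpha-thrombin; medium: pH 7.5 Tris-saline with Tween 20; times: reaction at room temperature; signal: AMC fluorescence at 355 nm excitation and 460 nm emission; also added: Boc-VPR-AMC substrate, 15 µM final; dosing: one concentration per compound, 5 µM, with 0.2% DMSO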
KLK5 inh: human KLK5 protease inhibitors, primary screen, biochemical, 1536-well | Kallikrein-5 (Homo sapiens), Q9Y337 | recombinant hK5, fluorogenic AMC substrate cleavage | inhibition, % at 5 µM | hit rate 0.59% among 210,000 | AID 873, 2007;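 active = inhibition of 40% or more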;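 note: 0% = enzyme controls without compound and 100% = no-enzyme blanks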
Target sequence (Q9Y337 67-293 limits assumed): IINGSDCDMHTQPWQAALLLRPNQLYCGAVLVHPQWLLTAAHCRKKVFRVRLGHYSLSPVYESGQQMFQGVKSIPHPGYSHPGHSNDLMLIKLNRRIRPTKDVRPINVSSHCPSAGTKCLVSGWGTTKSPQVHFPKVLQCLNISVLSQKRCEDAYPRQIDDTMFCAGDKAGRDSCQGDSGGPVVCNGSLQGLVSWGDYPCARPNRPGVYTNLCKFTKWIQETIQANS
Furin inhibitor: human furin inhibitors, primary screen, biochemical, fluorescence intensity; purified furin, fluorogenic substrate cleavage; inhibition, % at 30 µM; hit rate 0.061% among 220,000; P09958; in the data active = inhibition above about 25%; note: inactives centre near -15
Target sequence (P09958 108-714 limits assumed): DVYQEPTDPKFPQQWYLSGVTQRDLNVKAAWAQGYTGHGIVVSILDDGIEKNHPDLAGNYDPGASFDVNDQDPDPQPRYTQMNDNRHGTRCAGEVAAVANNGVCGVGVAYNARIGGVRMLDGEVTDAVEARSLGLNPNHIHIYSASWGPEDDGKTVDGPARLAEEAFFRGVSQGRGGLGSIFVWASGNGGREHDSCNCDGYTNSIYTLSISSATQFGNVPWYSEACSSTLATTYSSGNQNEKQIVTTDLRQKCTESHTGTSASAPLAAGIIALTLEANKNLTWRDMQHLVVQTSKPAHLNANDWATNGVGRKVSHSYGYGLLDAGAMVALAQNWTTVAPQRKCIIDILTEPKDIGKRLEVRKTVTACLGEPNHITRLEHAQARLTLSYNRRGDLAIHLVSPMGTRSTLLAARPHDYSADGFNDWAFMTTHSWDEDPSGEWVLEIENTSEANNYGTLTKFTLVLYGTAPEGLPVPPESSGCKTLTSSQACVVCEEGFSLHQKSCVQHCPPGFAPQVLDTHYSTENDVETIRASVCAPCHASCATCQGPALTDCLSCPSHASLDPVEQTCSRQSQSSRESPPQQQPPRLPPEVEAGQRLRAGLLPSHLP
FXIIa inh 1536: human FXIIa protease inhibitors, primary screen, biochemical, 1536-well; Coagulation factor XII (Homo sapiens), P00748; purified FXIIa, Boc-QGR-AMC fluorogenic substrate, 2 h; inhibition, % at 5 µM; hit rate 0.3% among 220,000; AID 800, 2007; in the data active = inhibition above about 40%;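 note: 0% = enzyme with no compound and 100% = blank without enzyme; many of its hits are not listed in these tables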
FXIa inh: human FXIa protease inhibitors, primary screen, biochemical, 1536-well. hit rate 0.14% among 220,000. inhibition, % at 5 µM. purified FXIa, Boc-Glu-Ala-Arg-AMC fluorogenic substrate;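 active = inhibition of at least 40%; inactive = inhibition below 40%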;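 note: fluorescence of freed AMC excited at 355 nm; 0% = enzyme without compound and 100% = no enzyme blank; many of its hits are not listed in these tables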
KCC2 mod: KCC2 cotransporter modulators, thallium flux, primary screen, cell-based, HEK293 KCC2, FluoZin-2 fluorescence, MLSMR; B-score of Tl+ flux slope (higher = more flux/activation; lower = inhibition) at 10 µM; KCC2 cells, thallium flux FluoZin-2 fluorescence; Solute carrier family 12 member 5 (Homo sapiens), Q9H2X9; hit rate 2.2% among 190,000;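 active = thallium flux slope and its plate-corrected score both differing from the plate sample mean at a set confidence after two filtering rounds, in either direction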;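 note: slope of fluorescence scaled to starting intensity during 10 to 20 s after thallium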
* marks the source's active call; other numbers are inactive results; . = not tested or not shown; [ ] = remark or other dose. Random draw from the library; overall some 4.4% were active at least once.

SMILES	PERK inhibitor	Wee1 degr inh	p97 ATPase inh	Thrombin inh	KLK5 inh	Furin inhibitor	FXIIa inh 1536	FXIa inh	KCC2 mod
O=C(CN1CCC(Cc2ccccc2)CC1)Nc1ccc2c(c1)OCCO2	0.1	-0.1	0.7	0.0	-5.4	-12.0[20 µM]	4.9	1.1	-1.09
Cc1ccccc1-n1c(O)c(C=NC2CCS(=O)(=O)C2)c2ccccc2c1=O (stereo not drawn)	0.2	1.4	-4.0	3.3	-0.7	-3.0	9.9	0.1	-1.23
O=C(NCc1ccccc1)C1CCC(CNc2c(N3CCCCC3)c(=O)c2=O)CC1 (stereo not drawn)	0.8	-1.1	5.8	-6.0	-11.2	-15.2	7.6	3.8	0.0277
CC(C)CNC(=O)c1cc2nc(C3CC3)cc(C(F)(F)F)n2n1	-0.1	0.8	-5.5	.	.	-14.8[20 µM]	.	.	-0.808
O=C1CN(Cc2ccccc2)C(=NCc2ccco2)S1	0.6	0.9	-0.9	12.7	32.9	-7.1[20 µM]	44.0*	5.7	0.826
Cc1csc(NC(=O)c2cnccn2)n1	-1.0	7.9	-7.8	1.9	-2.7	-10.9	9.1	2.6	-0.734
COc1ccc(NC(=O)CCN2C(=O)/C(=C/c3ccc4c(c3)OCO4)SC2=S)cc1	1.4	0.4	6.8	3.7	10.1	-24.1	13.7	4.7	-1.33
COc1ccccc1NS(=O)(=O)c1cc(N2Cc3ccccc3C2=N)ccc1N1CCOCC1	-0.6	3.9	-1.3	.	6.1	-4.3	13.2	2.5	0.92
Cc1cc(=O)[nH]c(SCC(=O)Nc2ccc(F)cc2)c1C#N	0.9	8.1	3.8	-3.6	4.5	-20.5	9.1	-0.5	0.008
Nc1ncnc2c1ncn2[C@H]1C[C@H](O)[C@@H](CO)O1	0.2	8.1	2.9	-0.2	-4.0	-12.4	14.4	7.8	0.176
Cc1ccc2c(CC(=O)OCC(=O)Nc3ccc(Cl)cn3)coc2c1	0.1	6.7	-5.3	14.7	-2.6	7.3	12.3	14.5	-1.09
O=C(CCc1c[nH]c2ccccc12)Nc1ccc(S(=O)(=O)Nc2ncccn2)cc1	0.0	-0.6	6.3	-9.2	-2.1	-12.2	3.2	-0.5	0.425
N#CC1(c2ccccc2)CCCN1C(=O)c1ccc(Br)cc1 (stereo not drawn)	-0.1	0.9	-1.0	-6.4	-18.4	-11.6[20 µM]	-1.2	-0.9	-0.636
CC(C)Nc1nc(NC(N)=S)nc(NC(C)C)n1	0.6	1.8	7.5	-4.8	-0.5	-17.9	0.4	6.1	0.871
CCN(CC)CCN1C(=O)C(=O)/C(=C(/O)c2ccc(C)cc2)C1c1cccnc1 (stereo not drawn)	1.1	-0.7	2.2	-1.8	1.4	-14.1	3.2	-1.2	-0.00257
COc1ccccc1NC(=S)NNC(=S)Nc1ccc(OC(F)F)cc1	0.1	1.6	-1.3	7.6	-11.5	-14.9	1.7	-2.6	0.186
Cc1ccc(-n2ncc3c(=O)[nH]c(SCC(=O)N4CCC(C)CC4)nc32)cc1C	1.4	2.2	8.1	2.8	26.2	-30.8	5.1	-0.2	-0.462
CCCOC(=O)C(C)Sc1n[nH]c(=O)[nH]c1=O (stereo not drawn)	0.0	-1.9	-0.2	-2.3	.	-18.5	9.0	-3.4	0.0216
Cn1cccc1C1C(C#N)=C(N)OC2=C1C(=O)CC(C)(C)C2 (stereo not drawn)	-0.5	-0.9	-6.1	-1.4	-0.7	12.3	7.8	-3.5	0.142
Cc1ccc(C)c(NC(=O)CN(C)S(=O)(=O)c2ccccc2)c1	-0.9	1.7	-5.2	-6.6	-8.8	-17.2[20 µM]	10.0	-0.6	-0.197
Cc1ccc(-c2cc(C(F)F)n3ncc(C(=O)N4CCCCC4c4cccnc4)c3n2)cc1 (stereo not drawn)	0.4	-1.1	-2.6	-5.7	-0.2	-26.8	8.9	-0.6	-2.56
O=C(CSc1ccccc1)NC(=O)NCc1ccccc1	1.4	-0.1	1.9	4.8	6.4	-18.6	15.8	4.1	-0.7
CN(C)/N=C/c1cc([N+](=O)[O-])ccc1O	0.5	4.7	4.4	-3.7	-2.7	-21.0	5.9	5.5	-0.266
CCc1nc(C)cn1S(=O)(=O)c1ccc(Cl)c(Cl)c1Cl	1.2	0.1	3.0	-1.1	-5.7	-19.6	13.6	2.7	.
CCCS(=O)(=O)N1CCC(C(=O)NC2CCC(C)CC2)CC1 (stereo not drawn)	1.6	2.1	2.4	-5.4	0.3	-26.9	-4.3	-11.9	0.805
CC(=O)c1cc(C#N)c(SCc2ccccc2C#N)nc1C	-0.3	1.7	-2.1	-1.8	15.9	-15.3[20 µM]	12.7	31.7	-0.0889
COc1ccccc1N1CC(C(=O)Nc2cccc(C(=O)O)c2)CC1=O (stereo not drawn)	-1.1	-1.1	6.9	-0.7	-14.0	-13.3[20 µM]	6.0	8.2	-2.21
Cn1c(N)c(C(=O)COC(=O)c2cc(C3CC3)nc3ccccc23)c(=O)n(C)c1=O	-0.4	1.5	4.1	3.4	-8.8	-9.7	13.7	7.1	-0.855
CNc1nc(SC)nc(N(C)C#N)n1	1.9	1.4	5.7	-9.9	-1.2	-27.1	3.4	-0.8	-0.764
Cc1n[nH]c(=O)nc1N/N=C/c1cccs1	0.3	-0.3	-15.4	16.5	.	15.1	34.6	17.7	-0.035
O=C(NC(C(=O)O)c1ccccc1)c1ccccc1 (stereo not drawn)	-0.2	-1.6	2.4	-6.1	-15.4	-14.9[20 µM]	-3.1	2.6	1.18
C=CCN1C(=O)/C(=C/c2cccs2)S/C1=N\S(=O)(=O)c1ccc(F)cc1	1.1	-4.0	8.3	5.5	-2.0	-10.9	6.3	6.0	-0.07
COc1ccc(-c2nc(CC(=O)O)cs2)cc1OC	-0.3	22.7*	3.0	4.2	-8.4	-21.8[20 µM]	20.3	4.9	-0.406
CN(C)c1ccc(/C=N/NC(=O)C2COc3ccccc3O2)o1 (stereo not drawn)	0.4	-1.3	2.3	-2.5	-6.2	-20.3	6.6	-1.0	0.171
COC(=O)c1cccc(-n2c(C)cc(C=O)c2C)c1	-0.5	-0.4	-3.6	19.3	20.5	-3.0	6.5	-3.2	0.403
Cc1nn(Cc2ccc(C(=O)NC(C)(C)C)o2)c(C)c1Br	-1.4	-0.2	1.8	-2.3	-15.2	-12.3	12.6	5.2	0.664
CC1(C)OC(=O)C(=NNc2ccc(O)cc2)C(=O)O1	0.8	-1.7	1.5	4.2	10.3	6.5[20 µM]	24.2	8.3	0.41
N#Cc1ccc(OCC(=O)Nc2cc(S(=O)(=O)N3CCOCC3)ccc2N2CCOCC2)cc1	-0.4	-2.6	-7.6	-3.9	0.2	-6.8	-0.1	-2.2	0.613
Cc1ccc(Oc2ncc(CN3CC(C)OC(C)C3)s2)cc1 (stereo not drawn)	-0.4	-0.7	-1.4	-2.4	0.6	-13.3[20 µM]	-0.7	-5.2	0.148
COc1ccc(S(=O)(=O)Nc2ccc(F)c(F)c2)cc1Cl	1.0	0.3	1.6	-3.4	-0.8	-15.9[20 µM]	10.8	-0.5	0.175
CN(C)Cc1c(-c2ccc(Cl)cc2)nc2ccc(Cl)cn12	-0.4	-1.7	3.1	-10.2	-4.6	-13.5	3.4	-4.5	-0.552
Cc1ccc(N2CC(C(=O)NCCC(C)C)CC2=O)cc1 (stereo not drawn)	0.0	4.2	2.3	4.1	-21.4	-10.4[20 µM]	18.0	7.2	1.29
Nc1c(N)c2ccccc2oc1=O	0.7	1.1	-0.7	-2.0	-2.9	-15.5[20 µM]	11.8	4.3	-0.478
CC(=O)NC12CC3CC(C)(C1)CC(NC(C)=O)(C3)C2	2.4	-1.7	-0.8	4.8	-5.4	-8.4	12.6	1.4	0.327
CCOc1cccc(C(=O)Nc2ccccc2OC(F)F)c1	0.1	-0.1	-1.1	-0.7	-13.0	-19.8[20 µM]	5.4	4.6	1.16

Wee1 degr inh, hit marks shown above.
| Compound | PERK inhibitor | Wee1 degr inh | p97 ATPase inh | KLK5 inh | Furin inhibitor | FXIIa inh 1536 | FXIa inh | KCC2 mod |
| --- | --- | --- | --- | --- | --- | --- | --- | --- |
| COc1ccc(-c2nc(CC(=O)O)cs2)cc1OC | -0.3 | 22.7* | 3.0 | -8.4 | -21.8[20 µM] | 20.3 | 4.9 | -0.406 |

Next compounds follow.
SMILES	PERK inhibitor	Wee1 degr inh	p97 ATPase inh	Thrombin inh	KLK5 inh	Furin inhibitor	FXIIa inh 1536	FXIa inh	KCC2 mod
CC(=O)Oc1ccc(C(=O)Nc2cc(C)ccc2NC(=O)COc2ccccc2)cc1	0.2	-0.6	0.7	0.2	0.6	-24.8[20 µM]	2.2	-5.3	.
CC(C)CNC(=O)c1ccc(Cl)c(N)c1	0.9	2.8	5.0	-6.5	-16.2	-16.2	11.4	1.2	0.106
O=C(CN(C(=O)c1csnn1)c1ccc(F)cc1)NCc1ccc(F)cc1	0.4	-2.4	-1.1	-11.1	0.9	-12.7	5.3	-0.7	-1.72
CC(C)(C)c1ccc(COn2ccnc2)cc1	1.8	1.2	-1.2	0.4	-38.7	-13.9	-3.8	-5.3	-0.935
COc1ccc(OC)c(NC(=O)CSc2nnc(CNC(=O)COc3ccc(Cl)cc3)o2)c1	-0.2	2.2	2.2	-0.8	-0.3	-9.3	-6.5	-0.8	.
N=C1SCC(=O)N1/N=C/c1ccccc1	1.5	-0.5	3.0	8.6	-2.3	-34.6	6.7	1.5	1.12
Cc1nc2ncnn2c(C)c1CCC(=O)Oc1ccccc1	-0.2	-2.0	-5.3	2.9	8.7	-18.7	18.9	8.7	1.53
O=S(=O)(c1ccc(C2CCCCC2)cc1)N1CCOCC1	0.3	8.2	1.0	-3.1	-6.7	-27.2	9.7	8.9	-0.331
COC(=O)c1cccc(Oc2nc3c(c(=O)n(C)c(=O)n3C)n2C(C)C)c1	-0.1	-0.3	4.4	-0.1	0.3	2.8	11.9	3.3	.
C/C(Cn1cnc([N+](=O)[O-])n1)=N\NC(=O)c1ccccc1O	1.0	5.4	6.0	-6.7	3.5	-30.3	8.0	-0.3	0.0277
CCc1ccc(-c2c(C)sc(NC(=O)C3CCC3)c2C#N)cc1	1.1	-2.7	5.8	0.0	-18.0	-11.0	10.6	8.8	1.36
O=C(CSc1nc2ccccc2c(=O)[nH]1)Nc1ccccc1N1CCOCC1	-0.1	-4.9	-1.3	-0.6	3.8	-25.1	12.2	-0.8	-0.258

Some of the entries so far, with bars between the fields.
structure | PERK inhibitor | Wee1 degr inh | p97 ATPase inh | Thrombin inh | KLK5 inh | Furin inhibitor | FXIIa inh 1536 | FXIa inh | KCC2 mod
Cn1c(N)c(C(=O)COC(=O)c2cc(C3CC3)nc3ccccc23)c(=O)n(C)c1=O | -0.4 | 1.5 | 4.1 | 3.4 | -8.8 | -9.7 | 13.7 | 7.1 | -0.855
CNc1nc(SC)nc(N(C)C#N)n1 | 1.9 | 1.4 | 5.7 | -9.9 | -1.2 | -27.1 | 3.4 | -0.8 | -0.764
